L929 necroptosis: blocks zVAD induced death of L929 cells. hit rate 0.38% among 220,000. viability rescue, % at 10 µM. AID 1377. L929 zVAD necroptosis rescue, ATP luminescence, 24 h; with zVAD 60 µM;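 active = activation, scaled between plate controls, above about 75%, limit read from the data; inactive = activation under that limit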;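 note: 0% = zVAD with DMSO and 100% = DMSO alone without zVAD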
Rad51 HR inh: blocks human Rad51 in homologous recombination | Q06609 | hRad51 DNA strand exchange, fluorescence dequenching | inhibition, % at 10 µM | hit rate 0.085% among 200,000;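 active = inhibition above 40% at the single screening dose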;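 note: 0% = DMSO control wells and 100% = blanks with heterologous ssDNA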
Target sequence (Q06609 whole entry, looked up): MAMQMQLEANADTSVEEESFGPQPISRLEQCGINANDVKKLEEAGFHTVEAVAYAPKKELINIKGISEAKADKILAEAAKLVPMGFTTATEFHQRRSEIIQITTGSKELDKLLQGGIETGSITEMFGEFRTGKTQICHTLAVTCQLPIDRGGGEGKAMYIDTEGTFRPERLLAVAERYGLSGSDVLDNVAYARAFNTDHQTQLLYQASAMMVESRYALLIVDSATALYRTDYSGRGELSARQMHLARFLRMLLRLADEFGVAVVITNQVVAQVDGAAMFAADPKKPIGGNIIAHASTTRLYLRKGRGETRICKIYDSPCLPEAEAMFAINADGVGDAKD
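Material: human Rad51–ssDNA filaments; Probe or stimulus: labelled 47-mer dsDNA for strand exchange; Doses: single 10 µM dose; Incubation: 37 °C 15-min filament assembly, 30-min compound preincubation, 15-min exchange; Technique: FRET fluorescence dequenching, excitation 485 nm, emission 520 nm; Measure: Fluorescence-based percent inhibition, control- and blank-normalised; Benchmarks: plate control and blank wells.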
TNF death inh: TNF-alpha cell death inhibition in Jurkat FADD-/- cells | Jurkat FADD-/- TNF necroptosis rescue, ATP luminescence, 24 h; 0 = TNF only, 100 = no-TNF cells | hit rate 0.068% among 220,000 | AID 463075 | activation (protection from cell death), % at 10 µM;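 active = activation, meaning protection from cell death, of at least 50% relative to plate controls; inactive = activation below 50%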;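 note: necroptosis triggered by 40 ng/mL TNF-alpha added together with compound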
EBV gp42 block: inhibitors of Epstein-Barr virus glycoprotein 42; Q1HVG2; Fluorescence polarization binding assay, mP read-out; inhibition, % (tested at 21.74 µM); hit rate 0.42% among 220,000; AID 1085; in the data active = inhibition above about 50%
MDM2 E3 inh: Mdm2 E3 ligase (human) inhibition; AID 1230; hit rate 0.11% among 210,000; signal enhancement, % at 5 µM; cell-based MDM2 ubiquitination luciferase reporter, 2 h; 0 = plate control, 100 = twice control, blank-subtracted;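 active = signal enhancement of 30% or more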;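 note: luminescence tracks abundance of the self-degrading MDM2-luciferase fusion protein; higher signal means inhibition of MDM2 E3 ligase activity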
Target sequence (Q00987 whole entry, looked up, the tested form may be a part): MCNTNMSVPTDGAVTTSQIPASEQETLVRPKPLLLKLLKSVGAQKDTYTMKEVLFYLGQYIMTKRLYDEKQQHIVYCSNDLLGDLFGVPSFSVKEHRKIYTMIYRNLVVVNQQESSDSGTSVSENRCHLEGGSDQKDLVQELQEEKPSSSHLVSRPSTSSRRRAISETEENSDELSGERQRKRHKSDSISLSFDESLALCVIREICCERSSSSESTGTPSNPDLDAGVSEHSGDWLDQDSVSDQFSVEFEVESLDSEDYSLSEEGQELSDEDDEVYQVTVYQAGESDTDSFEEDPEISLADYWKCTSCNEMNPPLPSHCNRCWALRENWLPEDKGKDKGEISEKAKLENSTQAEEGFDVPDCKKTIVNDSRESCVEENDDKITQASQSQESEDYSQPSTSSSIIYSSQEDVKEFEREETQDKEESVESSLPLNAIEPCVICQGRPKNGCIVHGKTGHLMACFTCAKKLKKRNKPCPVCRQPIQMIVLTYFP
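System: stable MDM2–luciferase fusion reporter cells / Input: 2000 cells seeded into each well / Schedule: 4 h settle plus 2 h compound, 37 °C / Compound: single-point 5 µM / Buffer or medium: cells held in DMEM / Benchmarks: control and blank well means / Evaluation: percent signal gain over controls, blank-subtracted / Measured by: luciferase luminescence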
Cl transport mod: KCC2 (human) Cl- transport modulation. Q9H2X9. KCC2 cells, thallium flux FluoZin-2 fluorescence. B-score of Tl+ flux slope (higher = more flux/activation; lower = inhibition) at 10 µM. hit rate 2.2% among 190,000. AID 1456;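 active = thallium flux slope and its plate-corrected score both differing from the plate sample mean at a set confidence after two filtering rounds, in either direction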;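 note: slope of fluorescence scaled to starting intensity during 10 to 20 s after thallium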
eIF4E-4G inh: inhibitors of eIF4E and eIF4G interaction in translation initiation. P63073+Q04637. TR-FRET eIF4E-eIF4GI(517-606) binding, 2 h. inhibition, % at 21.7 µM. hit rate 0.37% among 220,000. AID 782;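 active = inhibition above about 30%, limit read from the data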;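 note: 0% = full FRET control wells and 100% = background wells lacking eIF4GI fragment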
PERK inhibitor: inhibitors of human PERK kinase; Q9NZJ5; CHO PERK-DD fusion, SEAP luminescence translation reporter; inhibition, % at 5.6 µM; hit rate 0.17% among 220,000; AID 1416;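 active = inhibition above the mean inhibition of all tested compounds plus 3 SD, set separately per screening campaign, cut at about 2.9% in these data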;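 note: PERK kinase domain activated by AP20187 dimerizer at 100 nM; 0% = DMSO with dimerizer and 100% = rapamycin at 8.4 µM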
m-calpain inh: calpain II (pig) inhibition; hit rate 0.37% among 220,000; purified calpain II, fluorogenic peptide substrate, 30 min; inhibition, % at 16 µM;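 active = inhibition above about 50%, limit read from the data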
Numbers without * were called inactive; / = not tested or not shown; [ ] = another dose, or the depositor's remark.

SMILES	L929 necroptosis	Rad51 HR inh	TNF death inh	EBV gp42 block	MDM2 E3 inh	Cl transport mod	eIF4E-4G inh	PERK inhibitor	m-calpain inh
O=C(NC1CCCCC1)N(Cc1cc2cc3c(cc2[nH]c1=O)OCCO3)CC1CCCO1 (configuration not stated)	-0.1	2.2	-5.1	-20.9	-7.0	-0.243	-0.4	-0.9	-127.0
O=C(NC(=S)Nc1ccc(N2CCCCC2)cc1)c1ccco1	0.4	4.2	-5.1	-17.2	-7.2	71.8*	-0.1[fluorescence artefact?]	-0.9	17.0
COc1ccc(NC(=O)C2CCN(S(=O)(=O)c3cccnc3)CC2)cc1Cl	/	/	0.4	-13.1	/	0.233	-2.3[fluorescence artefact?]	1.3	-0.5
COc1ccc(-c2cc3ncc(C(C)=O)c(C)n3n2)cc1	72.1	-3.9	-1.0	-1.0	-17.2	-0.137	0.2	0.2	-52.2
N#CC(c1ccc(O)cc1)c1ncc(C(F)(F)F)cc1Cl (configuration not stated)	-0.6	-4.6	0.8	14.2	-1.1	0.945	4.3	-0.5	14.1
C=CCn1c(SCC(=O)/C(C#N)=C(\C)N)nc2sc(CC)cc2c1=O	0.2	/	-2.3	-21.1	6.2	0.104	3.0	-0.5	12.6
Cc1ccc2c(=O)oc(N(C)C)nc2c1	-0.5	-6.4	-0.2	-3.5	-20.1	0.887	5.8	0.2	-9.2
C=CCNC(=O)CSc1ncc2c(n1)-c1c(csc1SC)CC2	0.0	8.4	2.8	-18.8	-6.9	-0.489	4.3	-0.6	-316.9
Cc1nnc(SCC(=O)Nc2nccs2)n(N)c1=O	0.2	/	2.6	-5.6	-5.6	-0.501	3.5	0.4	6.8
CCOC(=O)c1c(NC(=O)CSc2nc3c(c(=O)n(C)c(=O)n3C)n2C(C)C)sc(C)c1C	-0.2	11.1	-0.6	-12.4	13.3	0.503	-2.3[fluorescence artefact?]	0.7	2.9
Cc1nc2ccccc2c2c1CC(C(C)(Cl)Br)O2 (configuration not stated)	-1.2	-1.8	-13.8	-7.8	-23.5	-0.0439	-1.8	-2.2	12.4
Nc1ccc(-c2cc(-c3cccc(N)c3)nc(-c3ccccc3)n2)cc1	-0.5	1.3	-2.5	-9.1	-11.3	-0.175	5.0	0.4	-37.6
O=c1c2c(n3cnnc3n1-c1ccccc1)-c1ccccc1CC21CCCC1	0.5	7.1	-0.2	-1.1	-4.1	-0.662	-0.6	-0.1	-6.6
O=[N+]([O-])c1ccc(OCC(O)CNCCNc2nccc(C(F)(F)F)n2)cc1 (configuration not stated)	0.5	15.0	8.1	-8.9	-6.4	-0.195	1.0	0.8	5.8
Cc1ccc(C(=O)Cn2nnc3ccccc32)cc1[N+](=O)[O-]	1.2	/	4.4	-10.4	-1.7	0.452	2.8	-0.3	8.3
Cc1ccsc1C(=O)Nc1nc2ccccc2[nH]1	-0.9	/	-10.2	-10.9	-61.6	1.13	2.3	-0.3	-13.8
Cc1ccc(S(=O)(=O)N2CCC(CN3C(=O)c4cccc5cccc(c45)C3=O)CC2)cc1	-0.5	5.3	-6.6	0.9	2.3	-0.163	4.0	-1.0	-212.4
COCCCNC(c1ccccc1)c1ccncc1 (configuration not stated)	0.6	5.4	-0.5	-7.5	-12.1	0.435	4.3[fluorescence artefact?]	-0.6	-13.3
COC(=O)c1sccc1NC(=O)c1c(C)c(-c2cccc(Cl)c2)nc2ccccc12	0.4	-10.4	0.8	-31.2	-7.5	-0.544	2.1	1.3	-25.5
C=CCC(CC=C)(NC(=O)c1ccccc1C)c1ccccc1	-0.3	-5.6	-3.5	-7.1	-6.3	-0.115	-3.5	0.2	-4.8
Cc1cnnc2ccc3c(no[n+]3[O-])c12	-0.4	14.6	-1.7	-11.8	-17.3	-0.106	2.8	0.0	-6.7
CC1C(=O)Nc2ccccc2N1C(=O)c1ccccc1 (configuration not stated)	2.7	3.2	0.4	-15.4	10.6	/	7.3	1.2	-23.1
O=S(=O)(c1ccc(Cl)cc1Br)N1CCCCC1	0.2	7.3	-1.7	-19.7	-3.8	/	8.9	0.8	25.2
COc1ccc(-c2nn3c(-c4ccccc4)nnc3s2)cc1OC	8.9	-8.4	-3.0	-21.6	3.9	-0.232	10.4[fluorescence artefact?]	-1.1	-123.0
O=P(O)(CCc1ccccc1)CN1CCCCC1	-0.2	11.5	-0.2	-3.0	-14.9	-0.543	6.9[fluorescence artefact?]	0.0	-6.5
O=C(O)Cc1ccc(C(=O)c2cccs2)s1	0.1	0.7	-3.4	1.8	-17.3	1.01	-8.4	0.1	9.0
COc1cc(/C=C/C(=O)OCC(=O)Nc2ccc(C)c(S(=O)(=O)N3CCCCC3)c2)ccc1O	1.0	/	0.9	-22.4	/	-2.42	9.1	0.0	-16.7
CN1CCN(C(c2cccc(Cl)c2)c2ccccc2Cl)CC1 (configuration not stated)	0.4	-0.3	2.3	-4.7	-11.9	1.15	-4.6	-0.9	4.8
Cc1ccc(NC(=S)N(CCCN2CCOCC2)Cc2ccco2)cc1C	0.1	27.1	-0.2	0.1	3.8	-0.00237	-1.3	1.0	-21.1
Cc1cc(C)cc(C(=O)NC2C(=O)N3C(C(=O)O)=C(CSc4nnc(C)s4)CSC23)c1 (configuration not stated)	0.6	-1.0	0.3	3.7	-12.5	-0.601	-3.0	-0.9	9.5
O=S(=O)([N-]c1nc2ccccc2nc1-n1cc[n+](Cc2ccccc2)c1)c1ccc(Cl)cc1	-0.1	-28.7	1.2	11.7	-3.0	0.664	-8.5	-1.8	-86.0
CCN(C(=O)Cn1cc(C(C)=O)c2ccccc21)c1ccccc1	-0.3	-40.7	-0.8	-17.6	-4.3	-1.08	2.9	-0.8	-12.4
Cc1cc(C)cc(NC(=O)NC2CCN(CC(=O)Nc3c(C)cc(C)cc3C)CC2)c1	0.2	/	-1.6	/	/	1.5	/	0.7	/
Cc1nn(CC(=O)OC(C)C(=O)Nc2ccccc2[N+](=O)[O-])c(C)c1[N+](=O)[O-] (configuration not stated)	0.1	-0.9	2.7	-15.8	2.3	0.0129	-3.2[fluorescence artefact?]	0.0	-4.1
CCOC(=O)C1CCCN(c2c(NCCc3ccccc3)c(=O)c2=O)C1 (configuration not stated)	-0.1	/	2.4	-10.2	-2.3	0.292	0.9	-0.3	-3.5
COc1ccc(CC(NC(C)=O)C(=O)NC2CCN(C(=O)Nc3ccc(Cl)cc3)CC2)cc1OC (configuration not stated)	1.4	-6.0	0.6	-18.0	-9.5	-0.135	-5.4	-1.0	-13.0
O=C(COc1ccc(Br)cc1Cl)Nn1cnnc1	2.0	3.0	1.3	-11.3	2.1	-1.03	3.2	1.4	-26.6
O=c1c2sccc2nc(SCc2cc(=O)n3cc(Cl)ccc3n2)n1Cc1ccccn1	-0.7	7.9	-0.3	-6.3	4.2	-1.86	1.6	1.8	-75.2
CCOc1ccc(CCNC(=O)C2=C(C)C(=O)OC23CCC(C)CC3)cc1OCC (configuration not stated)	-0.2	9.0	0.0	-0.4	7.8	-0.0882	-3.6	-0.1	3.3
COC(=O)C(O)(CC(=O)Nc1cc(OC)c(OC)c(OC)c1)C(F)(F)F (configuration not stated)	-0.2	-1.3	-1.1	-6.8	8.4	0.302	1.1[fluorescence artefact?]	1.1	-16.7
S=C(NCCN1CCOCC1)Nc1ccc(Cl)c(Cl)c1	-0.5	11.3	-7.4	-3.1	-10.0	-0.306	4.3	0.0	-13.6
CCOc1cccc(C(=O)Nc2cccc(-c3nc4ncccc4o3)c2C)c1	-0.1	-6.7	-1.4	2.6	-16.1	-1.11	-18.2	-1.6	25.3
CCC(C)(C)NC(=O)CN(C(=O)c1snc(C(N)=O)c1N)c1ccc2c(c1)OCCO2	-0.1	-0.5	-0.7	8.9	-8.2	/	1.6	-1.3	-1.8
O=C(CN1C(=O)c2cccc3cccc(c23)C1=O)N1CCN(Cc2ccc3c(c2)OCO3)CC1	1.5	-1.3	0.2	-3.1	6.5	/	-12.3	-0.2	4.3

Structures shown so far that have an aryl thioether with sulfur outside any ring:
SMILES	L929 necroptosis	Rad51 HR inh	TNF death inh	EBV gp42 block	MDM2 E3 inh	Cl transport mod	eIF4E-4G inh	PERK inhibitor	m-calpain inh
C=CCn1c(SCC(=O)/C(C#N)=C(\C)N)nc2sc(CC)cc2c1=O	0.2	/	-2.3	-21.1	6.2	0.104	3.0	-0.5	12.6
C=CCNC(=O)CSc1ncc2c(n1)-c1c(csc1SC)CC2	0.0	8.4	2.8	-18.8	-6.9	-0.489	4.3	-0.6	-316.9
Cc1nnc(SCC(=O)Nc2nccs2)n(N)c1=O	0.2	/	2.6	-5.6	-5.6	-0.501	3.5	0.4	6.8
CCOC(=O)c1c(NC(=O)CSc2nc3c(c(=O)n(C)c(=O)n3C)n2C(C)C)sc(C)c1C	-0.2	11.1	-0.6	-12.4	13.3	0.503	-2.3[fluorescence artefact?]	0.7	2.9
Cc1cc(C)cc(C(=O)NC2C(=O)N3C(C(=O)O)=C(CSc4nnc(C)s4)CSC23)c1 (configuration not stated)	0.6	-1.0	0.3	3.7	-12.5	-0.601	-3.0	-0.9	9.5
O=c1c2sccc2nc(SCc2cc(=O)n3cc(Cl)ccc3n2)n1Cc1ccccn1	-0.7	7.9	-0.3	-6.3	4.2	-1.86	1.6	1.8	-75.2

Bioassay records from PubChem BioAssay.
